Source: PubChem BioAssay (Small Molecule Screening Facility, UW Madison)
RMI FANCM FP = disruptors of RMI1/RMI2 association with MM2 peptide – biochemical, fluorescence polarization, human, primary screen | RMI core complex (RMI1/RMI2) binding to FANCM MM2 peptide, human | RMI core complex with F-MM2 peptide; hits give low values | FP signal (polarization) at 33 µM | actives 0.58% (n = 70,000) | AID 1159607, 2016; in the data active = FP signal below about 40; also: inactives centre near 61; strong numbers were not always called active; unit not given here
Active calls of the source: *. This is a subset; rates above refer to the full screens.

entry	RMI FANCM FP	structure
1	61	CCOC(=O)N1CCN(C(=O)CSc2nc(N)c(NC(=O)c3cccs3)c(=O)[nH]2)CC1
2	61	O=C(/C=C/c1cccs1)NC(=S)NNC(=O)Cn1nnc(N2CCCC2)n1
3	55	O=C(NCC(O)c1ccccc1)Nc1cccs1 (centres undefined)
4	66	O=C(Nc1nnc(-c2ccc3c(c2)OCO3)o1)C1CCCN1S(=O)(=O)c1cccs1 (centres undefined)
5	101	Cn1c(=NC(=O)C2COc3ccccc3O2)sc2c3ccccc3ccc21 (centres undefined)
6	59	O=C(O)Cc1csc(NC(=O)c2ccccc2Cl)n1
7	54	C=CCc1c(C)nc(-c2ccc(F)c(Cl)c2)[nH]c1=O
8	68	O=C(CC1CCCCN1S(=O)(=O)c1ccccc1)NCc1ccc2c(c1)OCO2 (centres undefined)
9	66	Cc1ccc(NC(=O)CC2CSc3nc(C(C)C)cc(=O)n32)cc1 (centres undefined)
10	75	O=C(COc1ccccc1)NCC1CCN(Cc2ccccc2)CC1
11	86	CCOC(=O)c1ccc2nc(C)cc(N)c2c1
12	57	CC1(C)O[C@@H]2CC3C4CCC5=CC(=O)CCC5(C)C4(F)C(O)CC3(C)[C@]2(C(=O)CCl)O1 (some centres undefined)
13	57	Cc1nc(N2CCOCC2)[nH]c(=O)c1Cc1c(F)cccc1Cl
14	57	O=C(COc1ccccc1)Nc1ccc2c(c1)N(C(=O)c1cccs1)CCC2
15	95	C#CCn1c(=NC(=O)c2ccc(S(=O)(=O)N3CC(C)OC(C)C3)cc2)sc2cc(OC)c(OC)cc21 (centres undefined)
16	60	N#C/C(=C\Nc1ccc(F)c(Cl)c1)C(=O)C1CC1
17	58	CC(=O)Nc1nc(SCC(=O)N2CCCC2)[nH]c(=O)c1NC(=O)c1ccccc1
18	63	CC(=O)OCC(COC(C)=O)OC(C)=O
19	53	NC1CCN(O)C1=O (centres undefined)
20	54	O=C1c2ncccc2-c2cccnc21
21	56	COc1ccc(-c2cnc(SCC(=O)Nc3nc4ccccc4s3)n2C)cc1
22	54	Cc1ccc(S(=O)(=O)Nc2cc(-c3ccsc3)sc2C(N)=O)cc1
23	63	Cc1nc2c(SCC(=O)Nc3ccc4c(c3)OCO4)nnc(-c3ccccc3)c2s1
24	56	O=C(Nc1ccccc1)Nc1nc(C(=O)NC2CC2)cs1
25	63	CS(=O)(=O)Nc1ccccc1C(=O)CC1(O)C(=O)Nc2ccc(Cl)cc21 (centres undefined)
26	61	CCOC(=O)C(=CNc1cc(C(=O)OC)ccc1C)C(=O)OCC
27	65	CC[C@@H](CO)NCCN[C@@H](CC)CO
28	59	CCOc1ccc(-c2ccc3nnc(SCC(=O)c4ccc(OC)cc4)n3n2)cc1
29	60	Cc1cccc(C(=O)N2CCC(c3nnc(-c4ccco4)o3)CC2)c1
30	58	COc1ccc(C(=O)NNc2nc3c(OC)ccc(C)c3s2)c(OC)c1
31	57	NC(=O)c1ccc(NC(=O)C(=O)NCCC2=CCCCC2)cc1
32	57	O=S(=O)(NC1CCCCC1)c1ccc2c(c1)OCCCO2
33	64	O=C(CCc1csc(NS(=O)(=O)c2ccccc2)n1)N1CCN(c2ncccn2)CC1
34	52	CCOc1ccc(S(=O)(=O)N=C2C=CC(=O)c3ccccc32)cc1
35	63	O=C(Nc1nnc(-c2cc3ccccc3o2)o1)c1cccc(Cl)c1
36	52	O=C(CCN1C(=O)c2ccccc2S1(=O)=O)Nc1nc2ccccc2s1
37	58	COc1ccc2nc(NC(=O)C34CCC(C)(C(=O)C3)C4(C)C)sc2c1 (centres undefined)
38	57	O=C(Nc1ccc(S(=O)(=O)Nc2ccccn2)cc1)C1OC2OC3(CCCCC3)OC2C2OC3(CCCCC3)OC12 (centres undefined)
39	54	O=C(Cc1ccccc1)NCCSc1ncc(-c2ccc(F)cc2)[nH]1
40	53	CCCOc1nn(CCC)cc1C(=O)Nc1ccc(S(N)(=O)=O)cc1
41	50	Cc1cc(N2C(=O)CSC2c2cccnc2)no1 (centres undefined)
42	58	CC1CCN(S(=O)(=O)c2ccc(C(=O)N=c3sc4cc(Cl)ccc4n3C)cc2)CC1
43	60	Cc1ccc(NC(=O)C(=O)N2CCN(c3cccc(Cl)c3)CC2)c([N+](=O)[O-])c1
44	72	CC1CCCCN1S(=O)(=O)c1ccc(C(=O)Nc2nnc(C3=COCCO3)o2)cc1 (centres undefined)
45	66	COC(=O)Nc1ccc2c(c1)N(CCC(C)C)C(=O)C(C)(C)CO2
46	65	C=CCN1C(=O)C(C)(C)COc2cc(NC(=O)c3ccc(OC(C)C)cc3)ccc21
47	68	COc1ccc(S(=O)(=O)Nc2ccc3c(c2)CN(C(=O)c2cccs2)CC3)cc1F
48	68	CCOc1ccc(C)cc1S(=O)(=O)Nc1ccc2c(c1)N(C(=O)CC)CCC2
49	58	CC(=O)c1c(C)oc2c(Br)cc(NS(=O)(=O)c3cc(C)c(C)cc3C)cc12
50	64	CCOC(=O)C(C)Sc1nnc2[nH]c(=O)c3c(n12)CCCC3 (centres undefined)

(cont.)
entry	RMI FANCM FP	structure
51	64	COc1ccc(NC(=O)CS(=O)(=O)c2ccc(Cl)s2)cc1OC
52	127	Cc1ccccc1Cn1c(=O)n(-c2ccc(CC(=O)NCC(C)C)cc2)c(=O)c2ccccc21
53	29	CCOC(=O)c1c(NC(=O)/C(C#N)=C/c2cn(C)c3ccccc23)sc(C)c1C
54	54	CC(=O)NC(CS)C(=O)O (centres undefined)
55	58	COc1ccc(OC)c(NC(=O)CSc2nc3cc(-c4ccccc4)sc3c(=O)n2C)c1
56	62	Cc1cc(C)nc(N/C=C(\C#N)S(=O)(=O)c2ccccn2)n1
57	58	C/C(=N/O)C12CC3CC(CC(C3)C1)C2
58	63	Cc1ccc(-n2nnnc2SCC(=O)c2ccc(-c3ccccc3)cc2)cc1C
59	64	CCOc1ccccc1CNC(=O)c1ccc(Cn2c(=O)[nH]c3cc(OC)c(OC)cc3c2=O)cc1
60	52	CSc1ccccc1C(=O)Nn1cnc2c(cnn2-c2ccc(C)c(C)c2)c1=O
61	55	Cc1ccc2sc(NNC(=O)c3ccc(S(=O)(=O)N4CCCC4)cc3)nc2c1C
62	55	Cn1c(=O)c2c(nc(OC/C=C/c3ccccc3)n2Cc2ccc(Cl)c(Cl)c2)n(C)c1=O
63	67	CCCC(=O)Nc1ccc(S(=O)(=O)NCCn2nc(-c3cccnc3)ccc2=O)cc1
64	68	Cc1ccc(S(=O)(=O)n2nc(C)c(Cl)c2C)c(C)c1
65	53	CC1Cc2ccccc2N1C(=O)NC1CC(=O)N(c2ccc3c(c2)OCCO3)C1 (centres undefined)
66	52	O=C(CCN1C(=O)c2ccccc2S1(=O)=O)Nc1ncccn1
67	50	Cc1cc(=O)[nH]c2ccccc12
68	50	NC(=O)c1cccc(CS(=O)(=O)c2ccc(Cl)cc2)c1
69	55	O=C(C1c2ccccc2Oc2ccccc21)N1CCC(c2nc3ccccc3[nH]2)CC1
70	63	CCn1nc(C(=O)Nc2nc3c(C)cc(C)cc3s2)cc1C
71	58	COC(=O)CC1C(C)(C)C(OC(C)=O)[C@@H]2[C@@H](OC(C)=O)[C@]34O[C@@]2(O)[C@]1(C)C3CC[C@]1(C)C4=CC(=O)O[C@H]1c1ccoc1 (some centres undefined)
72	71	N#CCCn1c2ccc(I)cc2c2cc(I)ccc21
73	59	COCCn1c(=NC(=O)c2cc(-c3ccccc3)nc3ccccc23)sc2cc(S(C)(=O)=O)ccc21
74	81	CCOc1ccc(-c2cc3c(=O)n(Cc4nc(-c5cccc(C)c5)no4)ccn3n2)cc1
75	133	O=C(COc1ccccc1)Nc1nc2c(s1)CSc1ccccc1-2
76	52	O=C(CC1NCCNC1=O)OC1CCCCC1 (centres undefined)
77	85	CCC(C)n1c(=O)c2ccccc2n(Cc2nc(-c3ccccc3Cl)no2)c1=O (centres undefined)
78	60	CCS(=O)(=O)N1CCN(Cc2nc(-c3ccc(Cl)cc3)cs2)CC1
79	123	COc1ccc(OC)c(-c2nnc(NC(=O)/C=C\c3ccc4c(c3)OCO4)s2)c1
80	63	COc1ccc2nc(-c3ccc(C)c(NS(=O)(=O)c4ccc(F)c(Cl)c4)c3)cn2n1
81	74	COc1cc2nc3sc(Nc4ccc(Br)cc4)nn3c(=O)c2cc1OC
82	114	CCOc1ccc(-c2csc(-n3nc(C)cc3NC(=O)Cc3cccs3)n2)cc1
83	57	O=C(Nc1ccc2c(c1)CCCN2S(=O)(=O)c1cccs1)c1cc2ccccc2oc1=O
84	62	CCOC(=O)c1csc(NC(=O)C2CCN(c3ccc(-c4ccco4)nn3)CC2)n1
85	71	COCC(=O)Nc1cc(-c2cn3nc(OC)ccc3n2)ccc1C
86	54	CC(=O)N1CCCc2ccc(NC(=O)C(=O)NCc3ccco3)cc21
87	58	COC(=O)c1ccc(NC(=O)c2cc(=O)c(OCc3cccc(OC)c3)c[nH]2)cc1
88	57	CCOC(=O)c1ccc(NC(=S)N2CCc3ccccc3C2)cc1
89	56	Cc1cccc(C(=O)NCC(c2ccc3c(c2)CCN3C)N2CCCC2)c1 (centres undefined)
90	55	Cc1nn(C)c(C)c1Nc1n[nH]c(N)n1
91	70	COc1ccc(NC(=O)CSc2nc(C3CC3)nc3c2c(=O)n(C)c(=O)n3C)c(OC)c1
92	76	O=C(CSc1nnc2ccc3ccccc3n12)NCC1CCCO1 (centres undefined)
93	62	CC(=O)Nc1cc(Sc2ccc(Cl)cc2)c(F)cc1[N+](=O)[O-]
94	141	Cc1c(Cl)ccc2sc(N(Cc3ccccn3)C(=O)Cc3ccc(S(C)(=O)=O)cc3)nc12
95	52	Fc1ccc(Nc2nc(N3CCN(c4cccc(Cl)c4)CC3)nc3nccnc23)cc1
96	59	O=C(/C=C/c1ccc(F)cc1)c1ccc(Br)s1
97	57	Cc1ccc(Cn2cc(C(=O)NNC(=O)Nc3ccc(Cl)c(Cl)c3)ccc2=O)cc1
98	130	Cc1ccc(CNC(=O)Cn2nc(-c3ccco3)c3sc(N4CCCC4)nc3c2=O)cc1
99	69	COc1c(S(=O)(=O)Nc2cccnc2)ccc(Cl)c1Cl
100	71	COc1cccc(-c2noc(CN3C(=O)COc4cc(Cl)ccc43)n2)c1OC

Another view of part of the listing above.
#	SMILES	RMI FANCM FP
79	COc1ccc(OC)c(-c2nnc(NC(=O)/C=C\c3ccc4c(c3)OCO4)s2)c1	123
80	COc1ccc2nc(-c3ccc(C)c(NS(=O)(=O)c4ccc(F)c(Cl)c4)c3)cn2n1	63

Next structures
entry	RMI FANCM FP	structure
101	57	Cc1cccc(-c2nnc(NC(=O)c3ccco3)s2)c1
102	53	Cc1cc(C(N)=O)c(C(F)(F)F)o1
103	62	Cc1ccc(N2C(=O)C3N=NN(Cc4nc(-c5ccccc5Br)no4)C3C2=O)cc1F (centres undefined)
104	53	CN(C)C=Nc1nnc(Sc2ccc(C(F)(F)F)cc2[N+](=O)[O-])s1
105	70	Cc1ccccc1OCC(=O)NCCc1ccc(N(C)C)cc1
106	76	CCOC(=O)N1CCc2c(sc(NC(=O)c3ccc(Cc4ccccc4)cc3)c2C#N)C1
107	61	CN1CCc2cc(C(CNC(=O)NCc3ccccc3)N3CCOCC3)ccc21 (centres undefined)
108	75	CCOc1ccc(-c2cc3c(SCc4ccc(C)cc4)nccn3n2)cc1
109	53	O=C(Nc1nnc(-c2ccc(Br)cc2)o1)c1c(F)cccc1F
110	61	CCc1nnc(C2CCN(C(=O)c3cccc(Cl)c3)CC2)s1
111	75	Cc1cc(C)n(CCN(C(=O)c2nc3ccccc3s2)c2nc3c(F)cc(F)cc3s2)n1
112	63	COc1ccccc1NC(=O)N1CCN(Cc2nc(-c3ccc(Cl)cc3)cs2)CC1
113	62	CCOC(=O)N1CCN(/C=C(\C#N)C(=O)Nc2ccc(F)cc2)CC1
114	71	C=CCN1C(=O)C(C)(C)COc2cc(NC(=O)c3ccc(Br)cc3)ccc21
115	61	Cc1ccc(/C=[N+](\[O-])c2ccccc2C)o1
116	58	C[C@H](Cc1ccc(O)c(O)c1)[C@@H](C)Cc1ccc(O)c(O)c1
117	73	O=C(NCC1CCN(Cc2cccs2)CC1)c1c(F)cccc1F
118	62	COc1ccc(/C(C)=N\N=C(\C)c2ccc(OC)cc2)cc1
119	52	CCOc1ccc2nc(NC(=O)COc3cccc4c3OC(C)(C)C4)sc2c1
120	70	CC(C)C(=O)N1CCc2ccc(NC(=O)c3ccc(Br)o3)cc2C1
121	87	O=C(NCc1ccccn1)c1ccc2c(=O)n(Cc3ccccc3Cl)c(=S)[nH]c2c1
122	64	O=C(Cc1csc(Nc2ccccc2)n1)NCCc1ccccc1
123	58	CC(C)(O)CC[C@@H](O)[C@](C)(O)C1CC[C@@]2(O)C3=CC(=O)C4C[C@@H](O)[C@@H](O)C[C@]4(C)C3CC[C@]12C (some centres undefined)

Of the compounds above, 17 contain fluorine.
entry	RMI FANCM FP	structure
7	54	C=CCc1c(C)nc(-c2ccc(F)c(Cl)c2)[nH]c1=O
12	57	CC1(C)O[C@@H]2CC3C4CCC5=CC(=O)CCC5(C)C4(F)C(O)CC3(C)[C@]2(C(=O)CCl)O1 (some centres undefined)
13	57	Cc1nc(N2CCOCC2)[nH]c(=O)c1Cc1c(F)cccc1Cl
16	60	N#C/C(=C\Nc1ccc(F)c(Cl)c1)C(=O)C1CC1
39	54	O=C(Cc1ccccc1)NCCSc1ncc(-c2ccc(F)cc2)[nH]1
47	68	COc1ccc(S(=O)(=O)Nc2ccc3c(c2)CN(C(=O)c2cccs2)CC3)cc1F
80	63	COc1ccc2nc(-c3ccc(C)c(NS(=O)(=O)c4ccc(F)c(Cl)c4)c3)cn2n1
93	62	CC(=O)Nc1cc(Sc2ccc(Cl)cc2)c(F)cc1[N+](=O)[O-]
95	52	Fc1ccc(Nc2nc(N3CCN(c4cccc(Cl)c4)CC3)nc3nccnc23)cc1
96	59	O=C(/C=C/c1ccc(F)cc1)c1ccc(Br)s1
102	53	Cc1cc(C(N)=O)c(C(F)(F)F)o1
103	62	Cc1ccc(N2C(=O)C3N=NN(Cc4nc(-c5ccccc5Br)no4)C3C2=O)cc1F (centres undefined)
104	53	CN(C)C=Nc1nnc(Sc2ccc(C(F)(F)F)cc2[N+](=O)[O-])s1
109	53	O=C(Nc1nnc(-c2ccc(Br)cc2)o1)c1c(F)cccc1F
111	75	Cc1cc(C)n(CCN(C(=O)c2nc3ccccc3s2)c2nc3c(F)cc(F)cc3s2)n1
113	62	CCOC(=O)N1CCN(/C=C(\C#N)C(=O)Nc2ccc(F)cc2)CC1
117	73	O=C(NCC1CCN(Cc2cccs2)CC1)c1c(F)cccc1F
